NPY2 pot ag = human NPY-Y2 potentiation or agonism, primary screen; cells expressing NPY-Y2, potentiator/agonist read-out; activation, % at 3.6 µM; hit rate 0.45% among 220,000; in the data active means activation above about 27%;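 further: cells stimulated with NPY near EC25 plus isoproterenol at EC100; 0% = vehicle plus submaximal agonist and 100% = vehicle plus saturating agonist; some results beyond the cut were filed as inactive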
Target sequence (P49146 whole entry, looked up): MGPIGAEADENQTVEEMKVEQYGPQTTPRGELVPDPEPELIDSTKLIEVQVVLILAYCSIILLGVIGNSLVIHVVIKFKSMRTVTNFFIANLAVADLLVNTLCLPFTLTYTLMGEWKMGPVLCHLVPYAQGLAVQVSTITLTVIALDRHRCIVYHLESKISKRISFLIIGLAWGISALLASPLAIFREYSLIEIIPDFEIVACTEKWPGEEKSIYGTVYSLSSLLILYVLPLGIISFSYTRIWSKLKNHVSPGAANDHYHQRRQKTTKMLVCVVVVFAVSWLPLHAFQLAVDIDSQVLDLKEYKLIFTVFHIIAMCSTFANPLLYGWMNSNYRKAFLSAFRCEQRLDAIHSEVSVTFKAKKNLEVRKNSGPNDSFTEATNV
TRPML3 ag = activates the human TRPML3 channel; Q8TDD5; HEK293 TRPML3-YFP, Fluo-8 calcium fluorescence; 100% = the carbachol control signal; activation, % at 3 µM; hit rate 0.29% among 220,000;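 active means activation above its plate's cutoff, the mean activation of the plate's test wells plus 3 SD, cut at about 12% in these data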;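 further: 0% = DMSO only wells and 100% = carbachol wells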
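Test system – HEK293 line with stable expression of human TRPML3-YFP channel · Control set – carbachol 87 µM final as high control (100%), DMSO as low control (0%) · Signal – Fluo-8 calcium dye fluorescence, ex 470-495, em 515-575 nm · Incubation – 1-h 37 °C dye load, 5-s basal, 120-s post-compound reads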
NPY1 pot ag = potentiators or agonists of human neuropeptide Y receptor Y1; NPY-Y1 expressing cells, potentiator/agonist activation; activation, % at 3.6 µM; hit rate 0.37% among 220,000; AID 1304; in the data active means activation above about 33%, passing the limit was not always enough;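 further: cells stimulated with NPY at EC10 then isoproterenol at EC100; 0% = low agonist plus stimulus and 100% = saturating agonist plus stimulus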
EP2 mod = EP2 receptor (human) modulation; P43116; EP2-expressing cells, cAMP HTRF FRET, PGE2 co-stimulation; induction, % at 25 µM; hit rate 0.83% among 260,000; AID 940;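 active means compounds whose cAMP rise, as percent of the full-agonist control response, exceeds 60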;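 further: rat C6 glioma line stably carrying human EP2 under a CMV promoter; the protocol text gives 20 µM as final concentration; 100% = response of wells given 1 µM PGE2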
NPY-Y1 antag = blocks the human neuropeptide Y Y1 receptor; inhibition, % at 3.6 µM; hit rate 1% among 200,000; HEK293-CNG Y1 cells, membrane potential fluorescence; NPY at EC95, then isoproterenol;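 active means inhibition above the campaign mean inhibition of all tested compounds plus 3 SD, cut at about 20% in these data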;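 further: 0% = DMSO wells given NPY plus isoproterenol and 100% = isoproterenol alone without NPY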
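Benchmarks – high control isoproterenol alone, low control NPY with isoproterenol · Material – HEK293 Y1/CNG channel cell line · Times – dye 3 h, compound 60 min room temperature, stimulation 45 min · Probe or stimulus – NPY (25 nM), isoproterenol (1 µM), Ro 20-1724 (25 µM) · Evaluation – % inhibition of NPY effect · Signal – fluorescence, membrane potential probe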
S1P4 ag = human S1P4 receptor agonism | O95977 | activation, % at 4.98 µM | S1P4-expressing cell line, agonist reporter assay | hit rate 0.35% among 220,000; in the data active means activation above about 11%;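 further: 0% = DMSO vehicle and 100% = reference agonist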
Target sequence (O95977 whole entry, looked up): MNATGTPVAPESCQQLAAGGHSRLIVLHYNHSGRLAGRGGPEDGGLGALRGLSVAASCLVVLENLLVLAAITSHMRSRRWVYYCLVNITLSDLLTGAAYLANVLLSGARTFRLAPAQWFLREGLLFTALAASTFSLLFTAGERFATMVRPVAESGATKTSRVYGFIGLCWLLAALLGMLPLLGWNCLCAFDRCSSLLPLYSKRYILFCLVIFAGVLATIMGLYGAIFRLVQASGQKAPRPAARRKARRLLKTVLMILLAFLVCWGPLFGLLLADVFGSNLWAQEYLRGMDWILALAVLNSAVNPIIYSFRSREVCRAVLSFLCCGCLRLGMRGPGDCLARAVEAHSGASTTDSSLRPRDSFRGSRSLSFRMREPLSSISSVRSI
S1P4 antagonist = human S1P4 receptor antagonism. hit rate 0.26% among 220,000. inhibition, % at 4.98 µM. O95977. AID 1510. S1P4-expressing cells, antagonist mode, reporter read-out; in the data active means inhibition above about 29%;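 further: 0% = wells stimulated with agonist and 100% = vehicle wells without agonist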
CHOP inh = CHOP inhibition in unfolded protein response. CHO-K1 CHOP-promoter luciferase, tunicamycin-induced, 15-18 h. inhibition, % at 10 µM. hit rate 3.8% among 220,000;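 active means compounds that reduced the stress-induced luciferase reporter signal by more than about 70% of percent inhibition, limit read from the data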;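 further: 0% = tunicamycin plus vehicle and 100% = wells without tunicamycin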
TRPN1 ag = activates the zebrafish TRPN1 channel. hit rate 0.18% among 220,000. activation, % at 3 µM. HEK293 zebrafish TRPN1-YFP, Fluo-8 calcium fluorescence; 100% = response to 87 µM carbachol;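 active means activation above its plate's cutoff, the mean activation of test wells on that plate plus 3 SD, cut at about 19% in these data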;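 further: 0% = DMSO alone and 100% = 87 µM carbachol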
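Material – zebrafish TRPN1-YFP in HEK293 cells · Doses – 3 µM single point · Schedule – dye 1 h 37 °C plus 30 min RT · Signal – Fluo-8 calcium fluorescence, excitation 470-495 nm, emission 515-575 nm · Read-out – % activation versus carbachol response · Control set – carbachol high, DMSO low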
Starred values were filed as active, the others as inactive; · = no result given. Compounds as they come, and some 6.5% of all compounds hit somewhere here.

Values in the order: EP2 mod	S1P4 ag	S1P4 antagonist	TRPML3 ag	NPY-Y1 antag	TRPN1 ag	NPY1 pot ag	NPY2 pot ag	CHOP inh
(1) Clc1ccc(OCc2nn3c(-c4ccncc4)nnc3s2)cc1
    -21	0.7	-4	0.6	2	0.9	-12	-5	11
(2) CC(C)(O)C#Cc1ccc(C(=O)N2CCC(C(N)=O)(N3CCCCC3)CC2)cc1
    13	2.2	-10	0.6	1	1.5	5	15	20
(3) O=C(C1CC1)N1CCc2cc(S(=O)(=O)N3CCOCC3)ccc21
    17	0.0	-16	1.3	5	2.1	9	9	-5
(4) CCN(Cc1nc2ccccc2c(=O)[nH]1)Cc1cc(=O)oc2cc(OC)ccc12
    4	-0.5	-6	0.6	3	-0.5	-15	2	19
(5) COc1ccc(C(=O)NC2CCN(C(=S)Nc3ccc(C)cc3)CC2)cc1
    -34	1.2	-9	0.8	-1	-0.4	9	-5	12
(6) COc1cc(OC)cc(-c2cc3nc(C)c(CCC(=O)O)c(C)n3n2)c1
    -25	1.1	-5	0.7	6	-0.3	14	6	95*
(7) S=C1NCN(Cc2ccco2)CN1c1ccccc1
    -3	-0.2	16	0.3	·	-1.2	18	6	13
(8) O=C(OCc1nc2scc(-c3ccccc3)c2c(=O)[nH]1)c1cccc([N+](=O)[O-])c1
    -9	-0.1	-52	0.2	13	1.6	-19	5	32
(9) CC(=O)NC(CCS(C)(=O)=O)C(=O)Nc1cccc(C)c1 (stereo not given)
    -12	2.7	-10	0.5	1	0.5	-7	-2	-1
(10) CN(CCCN1CCCCC1)C(=O)CCc1nnc(C2CCCCC2)o1
    29	-3.0	5	0.7	6	0.8	-5	-1	-5
(11) COc1ccc(-n2c(Cc3cccn3C)nnc2SCC(=O)Nc2ccccc2F)cc1
    6	-0.4	-8	0.4	-3	1.6	-6	-2	28
(12) CCOc1ccccc1CNC(=O)c1cc2occc2n1C
    -35	-0.3	-1	-0.4	5	-0.6	-10	-17	11
(13) CCCS(=O)(=O)C/C(N)=N/OC(=O)c1ccc(Cl)cc1
    -23	0.6	-7	0.5	·	0.2	-18	-2	-10
(14) CCCc1nnc(SCC(=O)N2C(C)CCCC2C)n1CC1CCCO1 (stereo not given)
    20	-0.7	2	0.9	-3	0.5	3	-15	26
(15) CCOc1cc(N2CCOCC2)c(OCC)cc1NC(=O)CN1CCc2ccccc2C1
    24	1.5	2	1.2	11	-0.1	-22	17	56
(16) CCOc1ccc(S(=O)(=O)NCc2ccccc2Cl)cc1C(N)=O
    -14	-0.4	-10	0.9	0	0.7	4	-3	0
(17) O=C(CC1Sc2ccccc2NC1=O)NCc1ccccc1 (stereo not given)
    -42	-0.3	5	0.0	·	-0.8	5	-4	16
(18) CCCCNC(=O)C(CC)Sc1nc2sc(C(=O)OC)c(C)c2c(=O)n1N (stereo not given)
    22	-1.0	-10	-0.4	-4	0.3	-13	-10	35
(19) CCN(CC)C1CCN(C(=O)CCc2nnc(CCCCc3ccccc3)o2)C1 (stereo not given)
    -22	1.6	-6	0.6	0	-0.5	1	4	19
(20) CC1CCCN(C(=O)CSc2nnc3n(C4CCCC4)c(=O)c4ccccc4n23)C1 (stereo not given)
    14	-2.3	-1	-0.7	-6	-0.4	53	19	-14
(21) COc1ccc(C(=O)Nc2cc(C)on2)cc1[N+](=O)[O-]
    4	0.5	1	-0.5	0	-0.1	11	2	-9
(22) CN1CCN(C2=C(Cl)C(=O)N(C3CCCCC3)C2=O)CC1
    25	0.5	0	2.0	-3	1.0	-16	-10	42
(23) CSc1nc2sc3c(c2c(=O)n1C)CCCC3
    37	-1.1	-17	0.5	-3	-0.1	8	7	37
(24) CCC(C)C(NC(=O)/C(=C\c1ccccc1)NC(=O)c1ccc(OC)cc1)C(=O)O (stereo not given)
    29	-1.0	-3	1.1	2	2.1	17	-8	14
(25) O=C(NCCCN1CCOCC1)c1csc2c1CCCC2
    10	2.5	-3	-0.7	7	1.5	-1	7	9
(26) COc1cc(OC)cc(C(=O)NC(=S)Nc2ccc(Cl)c(C(=O)O)c2)c1
    23	-0.5	-7	0.3	-2	2.2	-15	-2	-13
(27) CC1Oc2ccccc2N(CC(=O)Nc2ccc3c(c2)OCO3)C1=O (stereo not given)
    6	1.4	-12	0.9	1	1.2	-2	13	17
(28) O=C(O)C1CC=CCC1C(=O)Nc1cccnc1 (stereo not given)
    7	-1.4	0	1.2	3	1.0	18	4	-7
(29) COc1ccc(-c2cc(C(F)(F)F)n3nc(C(=O)Nc4cc(C)on4)cc3n2)cc1OC
    8	-2.0	-9	1.5	6	1.3	-6	-18	34
(30) Cn1c(C(=O)NCc2cccnc2)cc2sccc21
    -22	-1.2	3	-0.3	5	-0.1	-12	-7	-14
(31) Cc1ccc(CS(=O)(=O)c2nsc(C)c2C#N)cc1
    19	0.7	-4	0.7	1	-0.3	7	4	28
(32) COc1cccc(CNC(=O)CCC2CCCN(C(=O)c3csc(C(C)C)n3)C2)c1 (stereo not given)
    -24	-1.0	-29	0.6	-1	2.1	-12	-4	1
(33) COc1ccc2c(c1OC)C(=O)c1ccccc1C2=O
    3	1.0	13	0.6	4	3.3	-21	-6	41
(34) CCOC(=O)N1CCN(C(=O)c2ccc(OC(C)=O)cc2)CC1
    -2	-1.1	-9	0.4	6	1.5	-8	-7	-3
(35) O=C(COc1cccc(NC(=O)c2cccc([N+](=O)[O-])c2)c1)c1ccc(F)cc1
    -55	-1.1	-23	0.5	7	1.4	-12	-11	21
(36) N/C(=N\OC(=O)c1ccc(Cl)cc1)c1[nH]ncc1Br
    25	-1.5	-13	0.2	·	-0.4	-3	-8	-5
(37) N#C/C(=C/c1ccc(F)cc1)c1nnc(NC(=O)c2ccccc2)s1
    5	1.0	-9	0.9	·	1.8	6	-2	73*
(38) O=C(O)COc1ccccc1/C=N/NC(=O)c1cc(-c2ccc(Cl)cc2)nc2ccccc12
    -25	-0.9	-1	0.4	·	0.2	0	-27	-24
(39) Cc1cccc(NC(=S)NC(=O)c2ccco2)n1
    -2	0.5	-2	1.4	-2	-0.1	-4	-7	30
(40) CSCCC(NS(=O)(=O)c1ccc(Cl)cc1)C(=O)O (stereo not given)
    -2	-0.1	-14	1.2	-3	1.6	-6	-25	-7
(41) Cc1nc2ccccc2c2nc(NC(=O)C(F)(F)F)nn12
    34	-1.4	-16	0.6	-2	1.2	8	0	9
(42) O=C(NNC(=O)c1ccc([N+](=O)[O-])cc1)c1ccncc1
    16	-0.4	-2	0.6	-2	-1.6	14	7	22
(43) NC(=O)N=Nc1c(O)[nH]c2ccc([N+](=O)[O-])cc12
    1	-0.4	-23	1.1	·	0.9	-12	4	10
(44) Cc1nc(S(=O)(=O)Cc2ccccc2)nc2c1CCC2
    13	-0.7	-6	1.4	7	-0.2	12	8	-18
(45) Cc1c(NC(=O)C2CC(c3cccc(Br)c3)=NO2)c(=O)n(-c2ccccc2)n1C (stereo not given)
    -5	0.6	-1	0.9	3	0.4	9	14	1
(46) CCc1n[nH]c(=S)n1/N=C/c1c(C)nn(-c2ccccc2)c1Cl
    55	-0.7	-21	-0.3	45*	-2.6	-13	-13	16
(47) CCC(=O)NC(=S)NNC(=O)c1ccccc1[N+](=O)[O-]
    16	0.8	4	0.3	0	0.0	16	11	8
(48) N/C(=N\OC(=O)CCC1CCCC1)c1ccc([N+](=O)[O-])cc1
    32	2.5	-11	0.3	-2	-0.5	1	1	24
(49) Oc1ccc(N2CCN(C(=S)NCc3ccccc3)CC2)cc1
    -25	0.9	7	0.5	-1	0.6	14	3	42
(50) CCc1ccc(OCCNC(=O)c2cc(SC)ccc2Cl)cc1
    -5	0.7	-7	-0.6	1	-1.4	-42	1	3
(51) CC1(C)CC(C(CC(=O)O)c2ccccc2)CCO1 (stereo not given)
    16	0.8	1	-0.7	2	2.3	-14	0	19
(52) CCC(=O)c1ccc(OCCn2cncn2)cc1
    14	-3.2	-25	-0.2	-4	3.6	-7	-2	11
(53) CCOc1ccc(N/N=C(/C#N)C(N)=O)cc1
    -9	-0.1	-9	-0.3	-5	1.3	20	0	-1
(54) O=[N+]([O-])c1ccc(N2N=C(c3ccco3)CC2c2ccccc2)cc1 (stereo not given)
    36	-1.8	-4	0.1	2	1.3	5	7	-20
(55) O=C(Nc1ccccc1Cl)c1cccc(NS(=O)(=O)c2ccccc2)c1
    -7	1.2	-1	-1.2	-2	0.2	18	10	46
(56) O=C1NC(=O)/C(=C/c2ccccc2OCc2ccccc2)S1
    7	1.3	-22	0.2	4	-0.2	11	10	11
(57) CCOc1ccccc1NC(=O)NCCC1=CCCCC1
    14	-2.5	-2	-1.1	2	-2.0	-14	-7	2
(58) COC(=O)C/C=C/[C@@H](C)[C@@H](/C=N/O[C@H](C)c1cn([C@@H]2COC[C@H]2O)nn1)NS(=O)(=O)c1ccc(C)cc1
    26	0.7	-4	0.2	3	-0.8	-2	6	2
(59) CCOC(=O)N1CCN(c2ncnc3nc[nH]c23)CC1
    9	-0.2	-2	0.4	0	0.2	8	3	20
(60) CCOC(=O)C1CCCN(Cc2c(F)cccc2Cl)C1 (stereo not given)
    25	-1.6	-5	-0.1	1	-0.4	3	1	32

Entries of single compounds as entered above. Order of screens: EP2 mod | S1P4 ag | S1P4 antagonist | TRPML3 ag | NPY-Y1 antag | TRPN1 ag | NPY1 pot ag | NPY2 pot ag | CHOP inh
`CCN(Cc1nc2ccccc2c(=O)[nH]1)Cc1cc(=O)oc2cc(OC)ccc12` reads 4 | -0.5 | -6 | 0.6 | 3 | -0.5 | -15 | 2 | 19
`CCOc1ccccc1CNC(=O)c1cc2occc2n1C` reads -35 | -0.3 | -1 | -0.4 | 5 | -0.6 | -10 | -17 | 11
`O=C(COc1cccc(NC(=O)c2cccc([N+](=O)[O-])c2)c1)c1ccc(F)cc1` reads -55 | -1.1 | -23 | 0.5 | 7 | 1.4 | -12 | -11 | 21

(list continues)
Values in the order: EP2 mod	S1P4 ag	S1P4 antagonist	TRPML3 ag	NPY-Y1 antag	TRPN1 ag	NPY1 pot ag	NPY2 pot ag	CHOP inh
(61) O=C(c1cccs1)N1CCN(c2ncc(Br)cn2)CC1
    -4	0.6	-10	0.8	·	0.9	12	-7	-4
(62) C/C(=C\C(=O)OCC(=O)NCc1ccccc1)C(=O)OCC(=O)NCc1ccccc1
    -16	-0.7	-15	-0.3	-6	-0.3	6	3	-7
(63) CCOc1ccc2nc(N3CCCCCC3)sc2c1
    -20	3.1	-18	1.2	-1	-1.1	12	0	13
(64) Cc1ccc(/C=N/n2c(-c3ccncc3)n[nH]c2=S)s1
    11	-0.7	5	0.3	·	1.0	26	9	12
(65) c1ccc(Cn2cnc3ccccc32)cc1
    27	1.9	4	1.4	1	1.1	-8	4	17
(66) O=C(Cc1cccs1)N1CCCC(c2nc3c(nnn3Cc3ccccc3Cl)c(=O)[nH]2)C1 (stereo not given)
    16	-0.5	1	-1.0	9	-0.5	-16	-14	31
(67) O=c1[nH]cnc2c1c(-c1ccccc1)cn2-c1ccc(F)cc1
    -4	0.5	-15	0.0	-2	-2.3	3	13	47

From PubChem BioAssay
